NSD2 inh: inhibitors of human histone methyltransferase NSD2 | inhibition, % at 12.5 µM | 310,000 compounds, 0.54% hits | AID 743445 | NSD2 peptide methylation, AlphaScreen, 120 min | O96028; in the data active = inhibition above about 50%
Pemphigus Ab inh: blocks pemphigus antibody binding to human desmoglein-3 | DSG3-coupled beads, scFv-anti-DSG3-GFP binding, flow cytometry; hits give low values | binding (percent of control), % at 10 µM | 310,000 compounds, 0.48% hits | AID 588358;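 active = binding more than 3 SD below its plate's average and above zero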;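 also: hits lower antibody fragment binding to DSG3; some compounds called inactive have numbers as strong as hits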
V-ATPase pHluor: yeast V-ATPase proton transport regulation by pHLuorin; 350,000 compounds, 0.37% hits; S. cerevisiae, pHLuorin cytosolic pH fluorescence; response, % at 10 µM; AID 504577; in the data active = response mostly above about 7.3%, no sharp cut-off; inactive = mostly below about 5.4%; also: actives read high; inactives centre near 0; some compounds called inactive have numbers as strong as hits
Keap1 Nrf2 FP: Keap1-Nrf2 (human) interaction inhibition | 340,000 compounds, 0.15% hits | Keap1 Kelch-Nrf2 peptide fluorescence polarization, 1536-well | inhibition, % at 9.4 µM | Q14145; in the data active = inhibition above about 12%;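 also: human Keap1 Kelch domain with fluorescein labeled Nrf2 9mer peptide probe; 0% = neutral control wells and 100% = peptide positive control; higher means more block of Keap1 binding to Nrf2 peptide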
Arr AP2 block: human beta-arrestin and AP2 interaction inhibition. FITC-arrestin peptide / GST-AP2 beads, flow cytometry; AP2 beta2 appendage carries R879A mutation. inhibition, % at 10 µM. 340,000 compounds, 0.31% hits. AID 504490;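 active = inhibition above a set limit, near 3 SD of compounds lacking own fluorescence, cut at about 54% in these data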;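 also: plate controls were DMSO wells for no effect and 5 µM unlabelled arrestin peptide for full effect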
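system = GST-tagged AP2 beta2-adaptin appendage (R879A) on 4 µm glutathione beads | reagent = FITC-labelled arrestin peptide probe, 50 nM final | schedule = compound with beads 12 min RT, then probe 1 h RT | signal = HyperCyt-sampled flow cytometry, FL1 channel, ex 488/em 535 nm | read-out = percent response from loss of bead-bound FITC fluorescence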
CAL PDZ FP-1: human CAL PDZ-peptide interaction inhibition; Q9HD26; purified CAL PDZ, TMR-peptide fluorescence polarization, 1 h; inhibition, % at 20 µM; 330,000 compounds, 0.02% hits; AID 504414;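 active = highest replicate inhibition of at least 40%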;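 also: plate controls were DMSO neutral control wells for no effect and unlabeled competitor peptide control wells for full effect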
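Test system: purified CerCALP PDZ construct; Compound dosing: one concentration, 20 µM compound; Also added: TMR-labelled reporter peptide T*-PRC34 bound in PDZ groove; Read-out: inhibition from polarization loss; Controls: unlabelled peptide and DMSO controls; Signal: FP readout, S and P plane fluorescence; Incubation: 1 h at RT.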
DAGLB inhibitor: blocks human DAGLB lipase activity; Q8NCG7; HEK293T DAGLB membrane lysate, EnzChek fluorogenic substrate; inhibition, % at 5.17 µM; 340,000 compounds, 0.059% hits; AID 504411; in the data active = inhibition above about 34%;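 also: 0% = enzyme with vehicle and 100% = wells lacking enzyme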
RTF Ca sens inh: cardiac RTF calcium desensitization; IANBD-labeled cardiac RTF, Ca2+ fluorescence; AID 493244; 340,000 compounds, 0.12% hits; inhibition, % at 7.15 µM;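 active = inhibition above the mean inhibition of all tested compounds plus 3 SD, cut at about 17% in these data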;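 also: assay run at fixed EC70 calcium of 1.6 mM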
CAL PDZ FP-2: inhibitors of human CAL PDZ peptide binding | AID 602252 | 300,000 compounds, 0.92% hits | Q9HD26 | purified CAL PDZ, TMR-peptide fluorescence polarization, 1 h | inhibition, % at 24.9 µM;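 active = mean inhibition of at least 30% with at least half of replicates also reaching 30%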;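 also: 0% = DMSO neutral control and 100% = excess unlabeled competitor peptide PRC23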
LANA DNA inh: blocks KSHV LANA C-terminal domain binding to DNA. 340,000 compounds, 0.078% hits. MBP-C-LANA/FAM-LBS DNA binding, fluorescence polarization. inhibition, % at 9 µM;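 active = highest replicate inhibition at or above 60% at 9 µM, even if other replicates fall short; inactive = all replicates below 60% inhibition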;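 also: 0% = neutral control wells and 100% = 4 µM acridine orange control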
An asterisk follows results filed as active; / = no result given. Not all compounds are listed; the hit share may differ from the screen's.

molecule | Arr AP2 block | CAL PDZ FP-2 | RTF Ca sens inh | Pemphigus Ab inh | CAL PDZ FP-1 | LANA DNA inh | DAGLB inhibitor | NSD2 inh | V-ATPase pHluor | Keap1 Nrf2 FP
CCOC(=O)COc1ccc(S(=O)(=O)NCC2CCCO2)cc1 (stereo not given) | 9 | 0 | 5 | 85 | -3.3 | -1.0 | 0 | -2 | 4 | 1
CCOc1ccc(N2C(=O)CN=C2Nc2ccccc2F)cc1 | -52 | -3 | -1 | 107 | -0.1 | 0.9 | 0 | -2 | 1 | 0
Cc1ccc([N+](=O)[O-])cc1S(=O)(=O)NCCc1cn2ccccc2n1 | -4 | -2 | -1 | 99 | 0.0 | -0.2 | 1 | / | -2 | 1
CCCCn1c(SCC(=O)OCC)nc2c1c(=O)[nH]c(=O)n2C | 5 | / | 0 | 79 | -1.3 | -0.9 | -2 | / | -2 | -7
OC[C@H]1OC(O)[C@H](O)[C@@H](O)[C@H]1O (stereo not given in full) | 8 | -2 | 1 | 103 | -0.3 | 1.2 | 3 | / | 2 | -5
CCn1c(-c2cc(Br)cc(OC)c2O)nc2cc(S(=O)(=O)N(C)C)ccc21 | -6 | -1 | -6 | 100 | -2.4 | -0.2 | -1 | 1 | -2 | -2
C/C(=N\NC(=O)c1cccc(F)c1)c1cccc(NC(=O)c2ccc(F)cc2)c1 | 18 | 0 | -53 | 83 | -2.8 | -1.9 | 0 | 0 | 4 | 1
COc1ccccc1C(CNC(=O)C1CCN(C(=O)Nc2ccccc2)CC1)N1CCCC1 (stereo not given) | 4 | 5 | -9 | 103 | -2.7 | 1.1 | 1 | 1 | -5 | -2
CCN1CCN(CCCNC(=O)c2ccccc2NC(=O)C2=C(C)OCCS2)CC1 | -8 | -2 | -5 | 106 | -1.1 | 1.5 | 3 | 19 | 0 | -6
OC1CCN(c2c3c(nc4cc(-c5ccc(Cl)cc5)nn24)CCC3)CC1 | -8 | / | -7 | 116 | -0.5 | 0.5 | -1 | / | 0 | -2
CCc1ccc(NC(=O)c2noc3c2CCCCC3)cc1 | -3 | 2 | 0 | 110 | / | -1.4 | -5 | -1 | 1 | -3
Cn1c(=O)c([N+](=O)[O-])c(NCCc2ccccc2)c2ccccc21 | 7 | -5 | -8 | 101 | -3.9 | -4.9 | 0 | 2 | -5 | 0
Cc1c(NC(=O)COC(=O)CSc2ccc(C(N)=O)cc2[N+](=O)[O-])c(=O)n(-c2ccccc2)n1C | 20 | -1 | -2 | 96 | -2.4 | 0.0 | -3 | -6 | -7 | -4
O=C1C2C3C=CC(CC3)C2C(=O)N1c1ccccc1[N+](=O)[O-] (stereo not given) | 3 | -2 | -15 | 110 | -0.4 | -2.1 | -2 | 1 | 3 | -7
Cc1nc(CC(=O)O)c(-c2ccccc2)s1 | -7 | -6 | -12 | / | / | 1.2 | 2 | -3 | 3 | -2
Cc1cc(=O)[nH]c(SCC(=O)NC2CCCCCCC2)n1 | -15 | 5 | 4 | / | -0.1 | -1.7 | 0 | -3 | -2 | -3
COc1ccc(N(C)S(=O)(=O)c2ccc3c(c2)CCN3C(=O)C2CC2)c(OC)c1 | -2 | -4 | -10 | / | 0.0 | -1.7 | -3 | 1 | -2 | -6
CC(C)CN(C(=O)CSc1nncs1)c1c(N)n(CC(C)C)c(=O)[nH]c1=O | 3 | -2 | 2 | 109 | 0.6 | 0.6 | -2 | -1 | -1 | -3
CCC1(C(=O)O)NC(c2cc(OC)ccc2O)C2C(=O)N(Cc3ccccc3)C(=O)C21 (stereo not given) | -9 | / | -11 | 101 | -0.6 | -0.6 | -1 | / | 0 | -3
CCCn1c(=O)c2[nH]c(-c3ccc(S(=O)(=O)O)cc3)nc2n(CCC)c1=O | 1 | -2 | -4 | 105 | -0.9 | 3.3 | 2 | / | -4 | -2
Cc1ccc(NC(=O)c2ccc(S(=O)(=O)N3CCC(C)CC3)cc2)nc1 | -6 | 48* | 6 | 94 | -0.1 | -8.7 | -1 | -1 | -1 | 2
O=C(c1ccc(Cn2cc(Cl)c([N+](=O)[O-])n2)cc1)N1CCN(Cc2ccccc2)CC1 | 30 | 9 | 1 | / | -0.6 | 0.7 | 1 | 1 | 2 | 2
COc1ccc(CCNC(=S)NC(=O)c2ccccc2)cc1C | 9 | -39 | -7 | 97 | -2.7 | -0.8 | -16 | / | -8 | -5
S=C(NC1CC2CCC1C2)N1CCN(c2cccc(Cl)c2)CC1 (stereo not given) | -13 | -2 | -1 | 99 | 2.0 | 1.4 | -3 | -1 | -1 | 0
O=C(Cc1cccc(NC(=O)C2CCN(S(=O)(=O)c3cccc([N+](=O)[O-])c3)CC2)c1)Nc1cccc(C(=O)N2CCOCC2)c1 | 3 | 3 | -3 | 102 | 0.2 | 0.1 | 0 | / | -1 | 4
Cc1cccc(N(C(=O)Nc2ccc(Cl)cc2)C2=NCC(C)S2)n1 (stereo not given) | -16 | 16 | -2 | / | -3.5 | -1.0 | 1 | 1 | -1 | 0
CCS(=O)(=O)N1Cc2ccccc2CC1C(=O)Nc1nnc(SCc2ccc(F)cc2)s1 (stereo not given) | 5 | -4 | -7 | 84 | -1.4 | -1.5 | 3 | 0 | 2 | -8
CCC(=O)N1CCC2(CC1)Oc1ccc(Cl)cc1C(=O)C21CC(c2cccnc2)=NO1 (stereo not given) | 1 | -1 | -3 | 100 | 0.4 | -0.8 | 3 | / | -2 | -5
O=Nc1c(O)n(Cc2ccc(Cl)cc2)c2ccccc12 | 13 | -3 | 6 | 101 | -1.6 | 1.3 | -15 | 4 | -4 | -1
COc1ccc(CN(C)C(=O)Cn2ccc(NC(=O)OCc3ccccc3)nc2=O)cc1OC | 25 | -1 | -3 | 96 | -1.0 | 2.2 | -4 | / | -5 | -3
C=CCOn1c(=O)c(=O)n(OCc2ccccc2)c2ccccc21 | 1 | -10 | -6 | 105 | -1.5 | -1.8 | 5 | -1 | 4 | -1
Oc1ccc(Br)cc1/C=N/N1CCN(Cc2cccc3ccccc23)CC1 | 1 | -3 | -4 | 99 | 0.0 | -0.3 | -1 | -4 | 0 | 2
CCN1C(=O)c2cccc3c(NS(=O)(=O)c4ccc(NC(C)=O)cc4)ccc1c23 | 29 | -23 | -3 | 99 | -1.3 | -1.0 | 0 | 16 | -4 | 1
N#C/C=C1\n2c(nc3ccccc32)OC12CCCCC2 | -5 | 11 | -4 | / | -2.9 | -0.3 | -2 | 1 | -4 | -4
CCOC(=O)CSc1nnc(CSc2nc3sc4c(c3c(=O)[nH]2)CCCC4)n1-c1ccccc1 | -3 | -4 | -9 | 93 | -1.5 | -2.2 | 9 | 4 | 10 | -3
COc1ccc(CCN2C(=O)C(Oc3ccccc3)C2c2ccc3c(c2)OCO3)cc1 (stereo not given) | 5 | / | -13 | 123 | -0.5 | 0.5 | -5 | -1 | 5 | -6
Cc1ccc(S(=O)(=O)Nc2cc(Cl)c(O)c3ncccc23)cc1 | -2 | 2 | -2 | / | -4.0 | 0.3 | 12 | -1 | 1 | -3
CN(CC(=O)Nc1ccc(Cl)cc1)CC(=O)Nc1ccc(C(N)=O)cc1 | 12 | -3 | -6 | 104 | 6.0 | -0.3 | 2 | -1 | 3 | 3
Cc1ccccc1CNC(=O)c1cc(COc2ccc(F)cc2F)on1 | -9 | / | 3 | 108 | -1.2 | -0.4 | -4 | -1 | -1 | -2
Cc1c(C(=O)N2CCN(c3ccc(F)cc3)CC2)sc2nc(-c3ccccc3)cn12 | 20 | 8 | 11 | / | -0.3 | -3.3 | 0 | 0 | 3 | 3
O=[N+]([O-])c1ccccc1OCCN1CCCC1 | -1 | -3 | -8 | 119 | 0.1 | 1.1 | 3 | 1 | 3 | -5
Cc1ccccc1-c1nnc(SCC(=O)c2c(N)n(C3CC3)c(=O)[nH]c2=O)o1 | -6 | -2 | 3 | 93 | -0.7 | 0.3 | -1 | 0 | -3 | 6
CC(C)Cc1ccc(C(C)NC(=O)c2ccc(=O)[nH]c2)cc1 (stereo not given) | -25 | -6 | -3 | 120 | -1.4 | 0.5 | -3 | -3 | 9 | -1
CC1CCN(C(=O)COC(=O)c2cc(S(=O)(=O)N3CCOCC3)ccc2Cl)CC1 | -4 | -2 | -10 | 93 | -4.6 | 0.1 | 2 | -4 | 1 | 4
N#C/C(=C\c1ccc[nH]1)C(=O)Nc1ccccc1F | 8 | -2 | 2 | 104 | -2.3 | 0.4 | -2 | -2 | -1 | 0
Cc1ccc(C)c(Cn2c3ccccc3c3cnn(CC(=O)NCCN4CCOCC4)c(=O)c32)c1 | 21 | 8 | -2 | 102 | -2.6 | -1.9 | 1 | 0 | -2 | 2
COc1ccc(NC(=O)CCC(=O)c2cccs2)cc1S(=O)(=O)Nc1ccccc1Cl | -1 | -4 | -8 | 101 | -1.7 | 1.7 | -2 | -1 | -2 | 2
COCC(CN1CCN(C2=NS(=O)(=O)c3ccccc32)CC1)OC(=O)c1ccccc1 (stereo not given) | -9 | / | -18 | / | -0.2 | -1.5 | 0 | -5 | 2 | -7
O=C(/C=C/c1cccc([N+](=O)[O-])c1)Nn1c(-c2ccccc2F)nc2ccccc2c1=O | 4 | 0 | 2 | 111 | -3.0 | -0.9 | -2 | 1 | 4 | -9
Cc1ccc(C(=O)N2CCN(C/C=C/c3ccccc3)CC2)cc1S(=O)(=O)N1CCOCC1 | 3 | 3 | -5 | 100 | 0.3 | -0.6 | -3 | 2 | -2 | -2
COc1cc(/C=N/Nc2nnc3c(n2)[nH]c2ccccc23)ccc1O | 4 | 0 | -7 | 92 | 0.1 | -0.8 | -1 | -2 | 4 | 3
COc1ccc2c(C(=O)CN3CC(C)OC(C)C3)c[nH]c2c1 (stereo not given) | 20 | 2 | -11 | 111 | -0.2 | -0.8 | -2 | 1 | -3 | -7

Assay outcomes: PubChem, several laboratories
